G6PDH counter = L. mesenteroides G6PDH inhibitors, counter-screen for G6PDH-coupled screening assays, biochemical, Leuconostoc mesenteroides enzyme | Purified L. mesenteroides G6PDH, diaphorase/resazurin coupled fluorescence, 45 min | inhibition, % at 5 µM | hit rate 0.12% among 200,000 | AID 1020, 2008; in the data active = inhibition above about 50%
ROMK mod = ROMK potassium channel modulators, primary screen, cell-based, thallium flux, MLSMR library; B-score at 10 µM; AID 1918, 2009; Tet-inducible ROMK, thallium flux fluorescence; actives lie on both sides; ATP-sensitive inward rectifier potassium channel 1 (Homo sapiens), P48048; hit rate 2% among 130,000;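 active = signal ratio slope over the read window, or its plate-corrected B-score, at least 3 SD from the plate mean, either direction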;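 also: B-score of the F/F0 ratio slope over 7 to 12 s after thallium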
Target sequence (P48048 whole entry, looked up): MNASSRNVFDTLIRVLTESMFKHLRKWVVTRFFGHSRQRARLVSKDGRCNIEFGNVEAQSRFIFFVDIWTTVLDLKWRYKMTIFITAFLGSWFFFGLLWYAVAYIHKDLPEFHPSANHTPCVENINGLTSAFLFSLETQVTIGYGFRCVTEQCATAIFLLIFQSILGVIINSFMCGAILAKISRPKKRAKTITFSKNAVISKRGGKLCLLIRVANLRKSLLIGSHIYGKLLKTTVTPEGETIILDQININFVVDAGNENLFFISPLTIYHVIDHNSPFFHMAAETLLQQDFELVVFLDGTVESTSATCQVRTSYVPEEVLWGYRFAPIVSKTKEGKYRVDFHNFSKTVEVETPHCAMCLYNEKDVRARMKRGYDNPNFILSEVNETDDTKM
PMI activator = activators of human PMI, primary screen, biochemical, fluorescence intensity, near-Km mannose 6-phosphate | Mannose-6-phosphate isomerase (Homo sapiens), P34949 | purified human PMI, coupled resazurin fluorescence, 20 min; active compounds read high; 1 = vehicle control, 0 substrate-free wells | activation factor at 20 µM | hit rate 0.005% among 190,000 | AID 1214, 2008;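 active = activation factor of 2 or more at 20 µM, relative to plate controls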
Target sequence (P34949 whole entry, looked up): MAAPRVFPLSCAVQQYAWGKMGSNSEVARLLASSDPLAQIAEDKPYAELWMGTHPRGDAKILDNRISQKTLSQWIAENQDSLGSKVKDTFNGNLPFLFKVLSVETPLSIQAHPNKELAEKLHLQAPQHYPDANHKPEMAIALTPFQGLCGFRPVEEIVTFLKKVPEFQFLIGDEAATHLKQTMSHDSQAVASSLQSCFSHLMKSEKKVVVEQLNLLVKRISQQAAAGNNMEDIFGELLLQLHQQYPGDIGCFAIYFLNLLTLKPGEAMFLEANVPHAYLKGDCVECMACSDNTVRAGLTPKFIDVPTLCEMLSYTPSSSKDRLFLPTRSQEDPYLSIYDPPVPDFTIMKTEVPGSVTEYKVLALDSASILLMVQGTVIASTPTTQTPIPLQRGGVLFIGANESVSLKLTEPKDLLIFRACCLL
TR-FRET SRC-2 ct = TR-FRET signal artefacts, primary screen, artefact control for PPARgamma SRC-2 agonist project, biochemical; TR-FRET artefact counter-screen; active compounds read high; TR-FRET ratio at 8 µM; hit rate 0.4% among 200,000; AID 1049, 2008; in the data active = TR-FRET ratio above about 2000; also: inactives centre near 1500
Diaphorase act = compounds boosting diaphorase resazurin reduction – biochemical, uHTS, resorufin fluorescence, counter-screen for diaphorase-coupled primary assays, primary screen. Diaphorase/resazurin coupled assay, 16 min; active compounds read high; 1 = vehicle wells, 0 = NADH-free wells. activation factor at 20 µM. hit rate 0.005% among 190,000. AID 1229, 2008;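 active = diaphorase activity raised at least twofold by the compound at 20 µM; inactive = activation factor below 2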
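Material: purified diaphorase enzyme from Clostridium kluyveri; Also added: 0.114 mM NADH and 0.1 mM resazurin, final amounts; Doses: single compound dose of 20 µM, 1% DMSO final; Times: 16 min enzyme reaction, ambient temperature; Detection: resorufin fluorescence, excitation 544 nm, emission 590 nm; Measure: increased resorufin signal from activators or reducing compounds.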
PPARg SRC-1 ag = PPARgamma agonists recruiting SRC-1 coactivator, primary screen, biochemical. activation, % at 8 µM. AID 631, 2007. hit rate 0.41% among 200,000. Peroxisome proliferator-activated receptor gamma (Homo sapiens), P37231. PPARgamma-SRC-1 coactivator recruitment biochemical assay; in the data active = activation above about 19%;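 also: 0% = DMSO and 100% = reference agonist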
Diaph inh CS = diaphorase inhibitors and chemical oxidizers, primary screen, counter-screen for diaphorase-coupled primary assays, biochemical, uHTS, resorufin fluorescence; inhibition, % at 20 µM; hit rate 0.69% among 190,000; diaphorase resazurin-to-resorufin fluorescence, NADH, 16 min; bacterial (C. kluyveri) enzyme, not human; AID 1217, 2008;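 active = primary screen inhibition at 20 µM above a set limit, cut at about 50% in these data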;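 also: plate controls were DMSO with full reaction for no effect and wells lacking NADH for full effect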
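Test system: Clostridium kluyveri diaphorase enzyme / Quantity: diaphorase at 0.14 U/mL in enzyme working solution / Incubation: 16-min room-temperature incubation before reading / Benchmarks: NADH-free wells as positive control, DMSO-only neutral wells / Signal: resorufin fluorescence 544/590 nm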
S1P3 antag = S1P3 receptor antagonists, primary screen, cell-based; CHO S1P3 NFAT-BLA reporter, FRET fluorescence, antagonist mode; inhibition, % at 4.98 µM; hit rate 0.27% among 170,000; AID 485, 2006;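 active = inhibition above the plate cutoff, the mean inhibition of test wells on that plate plus 3 SD, cut at about 28% in these data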;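 also: cells challenged with S1P at its EC80 of 0.8 µM; blue over green emission ratio from cleaved BLA substrate after 4 h stimulation; 0% = S1P-stimulated wells and 100% = unstimulated DMSO-only wells; some compounds past the cut are filed as inactive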
PPARg SRC-2 ag = agonists of PPARg-SRC-2 recruitment, primary screen, biochemical, HTS. Peroxisome proliferator-activated receptor gamma (Homo sapiens), P37231. PPARgamma LBD-SRC-2 recruitment. activation, % at 8 µM. hit rate 0.34% among 200,000. AID 1032, 2008; in the data active = activation above about 22%;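 also: 0% = vehicle and 100% = reference agonist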
PPARg SRC-3 ag = PPARgamma agonists recruiting SRC-3 coactivator, primary screen, biochemical; Peroxisome proliferator-activated receptor gamma (Homo sapiens), P37231; biochemical PPARgamma/SRC-3 coactivator recruitment assay; activation, % at 8 µM; hit rate 0.26% among 200,000; AID 731, 2007; in the data active = activation above about 23%;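 also: 0% = DMSO and 100% = reference agonist; some compounds past the cut are filed as inactive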
PMI act hi M6P = human PMI activators, high substrate, primary screen, biochemical, fluorescence intensity, near-saturating mannose 6-phosphate. coupled PMI enzyme assay, resazurin fluorescence, 20 min; active compounds read high; 1 = untreated enzyme, 0 = substrate-free blank. activation factor at 20 µM. hit rate 0.34% among 190,000. Mannose-6-phosphate isomerase (Homo sapiens), P34949;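 active = activation factor of 2 or more at 20 µM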
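Test system: human phosphomannose isomerase with PGI, G6PDH, diaphorase coupling enzymes; amount: 15 ng/mL PMI; incubation: enzyme reaction with compound 20 min at room temperature; technique: resorufin fluorescence (Ex 544/Em 590 nm) from resazurin via diaphorase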
Numbers without * were called inactive; x = not tested or not shown.

SMILES	G6PDH counter	ROMK mod	PMI activator	TR-FRET SRC-2 ct	Diaphorase act	PPARg SRC-1 ag	Diaph inh CS	S1P3 antag	PPARg SRC-2 ag	PPARg SRC-3 ag	PMI act hi M6P
COCCCN1C(=O)c2[nH]nc(-c3ccccc3O)c2C1c1cccc(Cl)c1 (centres undefined)	10	-0.92	0.8	1597	0.8	10	21	18	8	11	0.8
O=C(NCCNC(=O)c1cc(OCC(F)(F)F)ccc1OCC(F)(F)F)Nc1ccccc1	4	x	1	1453	0.9	-5	9	x	1	3	1
O=c1[nH]ncc2c3ccccc3n(Cc3ccccc3F)c12	10	x	1.1	1638	1.1	7	-7	3	5	1	1
COc1ccc(C2CC(=O)c3ccccc3O2)cc1 (centres undefined)	14	-0.16	1.1	1308	0.9	1	10	-4	-1	5	1
CCOc1ccc(NS(=O)(=O)c2ccc(OC)c(C)c2)cc1	2	-0.81	1	1264	0.8	2	18	x	1	-1	0.9
c1ccc(-c2nc(-c3ccco3)cs2)nc1	-5	x	1	1555	0.9	-2	13	4	7	4	1
Cc1cc(C)cc(OCC(=O)Nc2ccc(N3CCN(S(C)(=O)=O)CC3)cc2)c1	5	x	1.3	1400	0.9	3	11	-25	-8	11	1.3
Cc1ccc(CNC(=O)c2cc(COc3c(F)cccc3F)on2)s1	8	0.12	0.8	1519	0.7	-2	30	1	0	1	0.8
Cc1ccc(S(=O)(=O)N2CCC(C(=O)N[C@@H](C)C(=O)NCCc3ccccc3)CC2)cc1	1	x	1	x	1	x	3	2	x	x	0.9
COC(=O)[C@@H]1CCCN1C(=O)CCc1nnc(CCc2c[nH]c3ccccc23)o1	10	x	1	1672	1	7	0	-50	18	0	1
CC(C)Cc1nc(Nc2ccc(S(=O)(=O)N3CCCC3)cc2)c2nnn(Cc3ccccc3)c2n1	-18	x	0.7	1305	0.8	-5	25	-2	0	4	0.9
O=C(O)c1ccc2c(c1)C1C=CCC1C(c1cc3c(cc1Br)OCO3)N2 (centres undefined)	9	4*	1	1541	0.8	4	23	-23	9	2	1
CN(CCCNC(=O)CCCOc1cc(=O)n(C)c2ccccc12)Cc1ccccc1	0	-0.033	1.1	1546	1.1	4	-6	8	1	1	1.1
NC(=O)c1cc2cc(Br)ccc2oc1=NCc1ccccc1	-2	-0.37	1	1456	0.9	-2	6	x	10	0	1
O=[N+]([O-])c1ccccc1/C=C/CN1CCCCC1	3	1.4	0.9	1417	0.9	-2	6	x	0	-4	1
CC1=C(C#N)C(/C=N/OCc2ccc(Cl)cc2)CC(=O)N1 (centres undefined)	-4	-0.13	1	1619	1	4	3	-11	6	4	1
CN1CCN(S(=O)(=O)c2ccc(N3CCN(C(c4ccccc4)c4ccccc4)CC3)nc2)CC1	8	1.2	0.8	1641	0.9	6	14	-3	7	4	0.8
CCNC(=S)N(Cc1cccs1)Cc1cc2cc(OCC)ccc2[nH]c1=O	-19	-0.1	0.9	1519	0.8	1	22	-1	-2	2	1
CCN(C(=O)CSc1nnc(Cc2ccccc2F)n1N)C1CCS(=O)(=O)C1 (centres undefined)	-3	0.044	1	1599	1	5	5	x	3	-1	1.1
O=C1Nc2ccc(S(=O)(=O)NCCC3=CCCCC3)c3cccc1c23	-10	x	0.9	1375	0.8	-6	22	3	1	7	0.9
CCNc1nc(NC(C)C)nc(Oc2ccc(OCCOc3ccc(C)cc3)nn2)n1	1	-0.57	1	1396	1	-1	1	-10	-3	-8	1.1
CCCSc1nc2sc3c(c2c(=O)[nH]1)CC(C)CC3 (centres undefined)	-7	0.024	1.1	1534	1.2	8	-17	16	5	0	1.1
O=C(Nc1cccnc1)c1ccc([N+](=O)[O-])cc1Cl	5	x	1.1	1394	1.1	9	-9	0	5	-1	1.1
Cc1c(NC(=O)N(C)C)c(=O)n(-c2ccccc2)n1C	11	-0.086	1	1535	1	2	-3	x	2	16	1
CCOc1ccc(CN2CCNC(=O)C2CC(=O)O)cc1 (centres undefined)	15	1.3	1	1657	1	9	3	-9	6	-1	1
CN1C(=O)CC(N2CCC(C(N)=O)CC2)C1=O (centres undefined)	1	0.94	1.1	1550	0.9	2	6	x	12	7	1
CCNC(=S)N(Cc1cc2cc(C)cc(C)c2[nH]c1=O)C1CCCC1	-11	-0.41	0.9	1523	0.9	-3	14	6	-2	-2	1
O=C(O)CNC(=O)c1ccccc1Br	7	0.45	1.1	1557	1.1	-9	-8	8	2	-1	1
CC1=C(C(=O)Nc2cc(-c3cccc(F)c3)[nH]n2)C2(CCCCC2)OC1=O	-12	x	0.9	1479	0.9	5	13	-64	-5	1	0.9
COc1ccc(N(C(=O)COc2ccccc2OC)S(=O)(=O)c2ccc(C)cc2)cc1	8	x	0.9	1613	0.9	3	14	x	-8	-2	0.8
COc1cccc(N2C(N)=NC(N)=NC2(C)C)c1	7	0.39	1	1558	1	-4	-3	-8	-3	-2	1.1
COc1ccc(CNC(=O)CN(c2cccc([N+](=O)[O-])c2)S(C)(=O)=O)cc1	17	-0.83	1	1458	0.9	-4	7	-18	-6	-1	0.8
COC(=O)C1=C(C)NC(=O)C1(NC(=O)CN1CCCC1=O)C(F)(F)F (centres undefined)	13	0.089	1	1411	1	1	-3	-2	2	-11	1
CCCNC(=O)N1CCCC(C(N)=O)C1 (centres undefined)	1	0.45	1	1697	0.9	2	10	-4	6	-2	0.9
O=C(Cn1c(NCCCO)nc2ccccc21)c1ccco1	4	-0.057	1	1472	0.8	-3	20	-32	-5	7	1
CCCCN1CNC(=S)N(c2ccccc2OCC)C1	20	-0.44	1	1508	0.9	-2	9	-4	4	-3	1
O=c1[nH]c2ccc(NC(=S)Nc3ccc(Cl)cc3)cc2[nH]1	-1	1.1	1.1	1496	1	-1	2	x	12	1	1.1
O=C(/C=C/c1ccc(F)cc1)NC(=S)Nc1ccccc1C(=O)NC1CCCCC1	1	x	0.9	1536	1.1	-5	-13	x	0	3	1.1
CCC(CC)C(=O)Nc1ccc(C)c(O)c1	2	-0.062	1	1506	0.9	1	10	x	-1	5	1
FC(F)(F)c1ccccc1C1C2=C(Nc3ncnn31)c1ccccc1CCC2 (centres undefined)	11	1.4	1	1597	1	1	-1	x	14	-2	1.1
CN(C)c1oc(/C=C/c2ccccc2)nc1C#N	-14	x	0.9	1438	0.9	3	11	-16	-4	-11	0.9
O=C(NCc1ccco1)c1nn2c(C(F)(F)F)cc(-c3cccs3)nc2c1Cl	7	-0.69	1.1	1544	0.9	-3	8	x	-4	-1	1.1
Cn1cc(/C=C(\C#N)C(=O)Nc2cccc([N+](=O)[O-])c2)c2ccccc21	4	0.44	1	1522	1.1	-1	-6	8	3	0	1.1
C/C=C(\C)C(=O)NCCN1C2=NC[C@H](Cc3ccc(O)cc3)N2C[C@@H]1Cc1ccc(OC)cc1	12	x	1	1391	1.1	-8	-12	-19	-1	-2	1
CCCNC(=O)N(C)c1nncnc1C(=O)NC	11	-0.17	0.9	1456	0.9	-1	13	x	16	1	0.9
COc1ccc(C(=O)NNC(=O)Nc2ccc(Cl)cc2)cc1	1	-0.49	1	1539	1	-6	-3	-6	-4	-2	1
COC(=O)C(C)(C)NC(=O)c1cccs1	7	x	1	1483	0.9	-1	5	x	-3	-5	1.1
COc1ccc(N2CC(C(=O)NCc3ccccc3)CC2=O)cc1 (centres undefined)	4	x	1	1581	0.8	2	19	-1	6	-1	1
Cc1cc2oc(C(=O)Nc3cccnc3)c(C)c2cc1C	13	x	1	1420	0.9	5	8	-21	-3	-4	1.1

Grouped by structure, the entries above with fluorine
SMILES	G6PDH counter	ROMK mod	PMI activator	TR-FRET SRC-2 ct	Diaphorase act	PPARg SRC-1 ag	Diaph inh CS	S1P3 antag	PPARg SRC-2 ag	PPARg SRC-3 ag	PMI act hi M6P
O=C(NCCNC(=O)c1cc(OCC(F)(F)F)ccc1OCC(F)(F)F)Nc1ccccc1	4	x	1	1453	0.9	-5	9	x	1	3	1
O=c1[nH]ncc2c3ccccc3n(Cc3ccccc3F)c12	10	x	1.1	1638	1.1	7	-7	3	5	1	1
Cc1ccc(CNC(=O)c2cc(COc3c(F)cccc3F)on2)s1	8	0.12	0.8	1519	0.7	-2	30	1	0	1	0.8
CCN(C(=O)CSc1nnc(Cc2ccccc2F)n1N)C1CCS(=O)(=O)C1 (centres undefined)	-3	0.044	1	1599	1	5	5	x	3	-1	1.1
CC1=C(C(=O)Nc2cc(-c3cccc(F)c3)[nH]n2)C2(CCCCC2)OC1=O	-12	x	0.9	1479	0.9	5	13	-64	-5	1	0.9
COC(=O)C1=C(C)NC(=O)C1(NC(=O)CN1CCCC1=O)C(F)(F)F (centres undefined)	13	0.089	1	1411	1	1	-3	-2	2	-11	1
O=C(/C=C/c1ccc(F)cc1)NC(=S)Nc1ccccc1C(=O)NC1CCCCC1	1	x	0.9	1536	1.1	-5	-13	x	0	3	1.1
FC(F)(F)c1ccccc1C1C2=C(Nc3ncnn31)c1ccccc1CCC2 (centres undefined)	11	1.4	1	1597	1	1	-1	x	14	-2	1.1
O=C(NCc1ccco1)c1nn2c(C(F)(F)F)cc(-c3cccs3)nc2c1Cl	7	-0.69	1.1	1544	0.9	-3	8	x	-4	-1	1.1
